Hck Nef HTS: inhibitors of Nef-activated human Hck kinase, primary screen, biochemical, Z-Lyte FRET, 384-well, Hck-YEEI; Tyrosine-protein kinase HCK (Homo sapiens), P08631; Recombinant Hck-YEEI plus Nef, Z-Lyte FRET kinase assay; inhibition, % at 20 µM; hit rate 0.68% among 220,000; AID 463187, 2010;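 active = Hck-Nef kinase inhibition above about 50%, limit read from the data; inactive = inhibition below that limit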;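 also: 0% = DMSO with Hck plus Nef and 100% = Hck alone without Nef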
Cl transport mod: KCC2 cotransporter modulators, thallium flux, primary screen, cell-based, HEK293 KCC2, FluoZin-2 fluorescence, MLSMR. Solute carrier family 12 member 5 (Homo sapiens), Q9H2X9. KCC2 cells, thallium flux FluoZin-2 fluorescence. B-score of Tl+ flux slope (higher = more flux/activation; lower = inhibition) at 10 µM. hit rate 2.2% among 190,000;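 active = thallium flux slope and its plate-corrected score both differing from the plate sample mean at a set confidence after two filtering rounds, in either direction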;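 also: slope of fluorescence scaled to starting intensity during 10 to 20 s after thallium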
Target sequence (Q9H2X9 whole entry, looked up): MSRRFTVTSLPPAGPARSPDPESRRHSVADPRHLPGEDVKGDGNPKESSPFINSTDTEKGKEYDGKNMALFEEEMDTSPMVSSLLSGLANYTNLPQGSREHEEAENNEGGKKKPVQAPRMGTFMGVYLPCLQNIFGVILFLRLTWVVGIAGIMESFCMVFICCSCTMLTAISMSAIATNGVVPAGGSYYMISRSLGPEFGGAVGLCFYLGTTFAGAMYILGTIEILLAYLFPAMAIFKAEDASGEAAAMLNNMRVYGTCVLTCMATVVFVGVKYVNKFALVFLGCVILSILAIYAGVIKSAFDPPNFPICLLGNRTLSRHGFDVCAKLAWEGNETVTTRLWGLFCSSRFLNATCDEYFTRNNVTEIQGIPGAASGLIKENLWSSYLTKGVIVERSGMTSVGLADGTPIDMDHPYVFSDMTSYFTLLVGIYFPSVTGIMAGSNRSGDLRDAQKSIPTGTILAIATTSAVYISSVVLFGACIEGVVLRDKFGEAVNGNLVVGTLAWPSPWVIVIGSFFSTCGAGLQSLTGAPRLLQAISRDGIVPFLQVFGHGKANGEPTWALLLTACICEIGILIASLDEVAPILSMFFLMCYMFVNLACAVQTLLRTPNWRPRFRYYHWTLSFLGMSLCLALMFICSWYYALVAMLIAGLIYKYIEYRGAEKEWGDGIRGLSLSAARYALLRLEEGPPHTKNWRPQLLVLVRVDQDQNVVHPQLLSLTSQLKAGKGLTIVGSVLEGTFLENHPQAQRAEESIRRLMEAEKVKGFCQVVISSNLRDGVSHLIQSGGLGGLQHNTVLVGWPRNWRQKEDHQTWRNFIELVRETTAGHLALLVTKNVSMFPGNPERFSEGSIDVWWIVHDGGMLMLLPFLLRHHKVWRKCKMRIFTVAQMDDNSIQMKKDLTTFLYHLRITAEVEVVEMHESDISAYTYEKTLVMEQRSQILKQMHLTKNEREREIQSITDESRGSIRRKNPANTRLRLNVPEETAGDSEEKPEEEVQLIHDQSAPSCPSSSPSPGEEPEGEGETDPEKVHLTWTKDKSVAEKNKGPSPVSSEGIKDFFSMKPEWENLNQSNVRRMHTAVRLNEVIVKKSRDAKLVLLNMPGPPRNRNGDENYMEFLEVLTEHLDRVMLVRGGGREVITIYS
Rad51 HR inh: human RAD51 strand exchange inhibitors, primary screen, biochemical, fluorescence; DNA repair protein RAD51 homolog 1 (Homo sapiens), Q06609; hRad51 DNA strand exchange, fluorescence dequenching; inhibition, % at 10 µM; hit rate 0.085% among 200,000; AID 1385, 2008;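 active = inhibition above 40% at the single screening dose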;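 also: 0% = DMSO control wells and 100% = blanks with heterologous ssDNA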
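Test system: preformed human Rad51 ssDNA filaments. Compound dosing: single dose, 10 µM final compound. Incubation: filaments 15 min 37 °C, then compound 30 min. Technique: FRET fluorescence dequenching, excitation 485 nm, emission 520 nm. Read-out basis: percent inhibition from fluorescence, normalised to plate control and blank means. Benchmarks: plate controls and plate blanks.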
FXIIa inh: human FXIIa protease inhibitors, primary screen, biochemical, 1536-well | Coagulation factor XII (Homo sapiens), P00748 | purified FXIIa, Boc-QGR-AMC fluorogenic substrate, 2 h | inhibition, % at 5 µM | hit rate 0.3% among 220,000; in the data active = inhibition above about 40%;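 also: 0% = enzyme with no compound and 100% = blank without enzyme; many of its hits are not listed in these tables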
Thrombin inh: human alpha-thrombin inhibitors, primary screen, counter-screen for coagulation protease inhibitor project, biochemical, 1536-well, fluorogenic AMC substrate | Prothrombin (Homo sapiens), P00734 | Boc-VPR-AMC fluorogenic substrate cleavage | inhibition, % at 5 µM | hit rate 0.26% among 220,000 | AID 1046, 2008;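 active = inhibition at or above 40%; inactive = inhibition below 40%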;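 also: 0% = enzyme with no compound and 100% = wells without enzyme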
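System: human alpha-thrombin protein; Compound dosing: one concentration per compound, 5 µM, with 0.2% DMSO; Timing: reaction at room temperature; Technique: AMC fluorescence, 355/460 nm; Controls: enzyme without compound as high, wells lacking enzyme as low.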
zVAD death inh: inhibitors of zVAD-triggered necroptosis, primary screen, L929 cells | L929 zVAD necroptosis rescue, ATP luminescence, 24 h; with zVAD 60 µM | hit rate 0.38% among 220,000 | AID 1377, 2008 | viability rescue, % at 10 µM;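 active = activation, scaled between plate controls, above about 75%, limit read from the data; inactive = activation under that limit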;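 also: 0% = zVAD with DMSO and 100% = DMSO alone without zVAD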
KLK5 inh: human KLK5 protease inhibitors, primary screen, biochemical, 1536-well. recombinant hK5, fluorogenic AMC substrate cleavage. inhibition, % at 5 µM. hit rate 0.59% among 210,000. AID 873, 2007;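 active = inhibition of 40% or more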;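 also: 0% = enzyme controls without compound and 100% = no-enzyme blanks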
FXIa inh: human FXIa protease inhibitors, primary screen, biochemical, 1536-well; Coagulation factor XI (Homo sapiens), P03951; purified FXIa, Boc-Glu-Ala-Arg-AMC fluorogenic substrate; inhibition, % at 5 µM; hit rate 0.14% among 220,000; AID 798, 2007;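 active = inhibition of at least 40%; inactive = inhibition below 40%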;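 also: fluorescence of freed AMC excited at 355 nm; 0% = enzyme without compound and 100% = no enzyme blank; many of its hits are not listed in these tables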
TNF death inh: inhibitors of TNF-alpha triggered necroptosis, primary screen, cell-based, Jurkat FADD-/-, single concentration. Jurkat FADD-/- TNF necroptosis rescue, ATP luminescence, 24 h; 0 = TNF only, 100 = no-TNF cells. activation (protection from cell death), % at 10 µM. hit rate 0.068% among 220,000. AID 463075, 2010;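 active = activation, meaning protection from cell death, of at least 50% relative to plate controls; inactive = activation below 50%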;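 also: necroptosis triggered by 40 ng/mL TNF-alpha added together with compound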
An asterisk follows results filed as active; · = no result given. Not all compounds are listed, so the mix of outcomes need not match the whole.

Every second line gives: Hck Nef HTS, Cl transport mod, Rad51 HR inh, FXIIa inh, Thrombin inh, zVAD death inh, KLK5 inh, FXIa inh, TNF death inh
1) Cc1cccc(NC(=S)NC(=O)c2ccc(Br)o2)c1
    5, 143*, ·, 10, 0, 0.0, ·, -2, -1.3
2) O=C1c2ccccc2C(=O)N1CC1c2ccccc2CCN1S(=O)(=O)c1ccccc1 (stereo unspecified)
    1, ·, 10, -2, -1, -0.3, 0, 6, -3.7
3) CC(C)NC(=O)NC(=O)COc1cccc2c1OC(C)(C)C2
    6, 0.37, -1, 10, -4, 0.3, 2, 1, -1.5
4) COCCSc1nnc(NS(=O)(=O)Cc2ccccc2)s1
    13, 0.099, 8, 3, -4, 0.6, -1, -4, -1.4
5) Cn1c(=O)c2cc(S(=O)(=O)N3CCOCC3)ccc2n(C)c1=O
    8, -0.11, 1, 7, -2, -0.7, -5, 3, -0.3
6) C=CCNC(=S)NC(=O)c1csc([N+](=O)[O-])c1
    5, 5.9*, -6, 3, -7, -0.5, -8, 1, -0.9
7) C/C(=N\O)C(C)(C)Nc1cccc(F)c1
    11, -0.018, 4, 5, 0, 3.8, 1, 1, 8.5
8) CC(=O)O/N=C/c1c(C)c(C=O)n2ccccc12
    9, 0.18, -3, 0, -9, 8.9, -4, -4, 0.1
9) CCCCCCCCSc1nnc(/N=C/N(C)C)s1
    -1, 1.2, 8, 4, -3, 0.8, -8, -7, 3.7
10) CCCOc1ccc(C(=O)NCc2ccco2)cc1
    0, ·, -12, 29, 4, -0.2, -11, 7, -0.4
11) O=C(Nc1ccccc1F)c1ccc(COc2ccc(Cl)cc2Cl)o1
    0, 0.38, 4, 2, -5, 0.0, -14, -7, -0.7
12) CCOC(=O)c1c(C)oc2c1c(C=NCc1ccccn1)c(O)c1ccccc12
    2, -0.93, ·, 22, 3, 2.2, -8, 6, -18
13) CCOc1ccc(Nc2nc(Cc3nnc(SCC(=O)c4ccc(C)c(C)c4)o3)cs2)cc1
    1, ·, -3, 14, 2, 1.2, -4, 0, -3.5
14) O=C(Nc1ccc(-c2nc3ncccc3o2)cc1)c1ccco1
    8, -0.59, -3, 7, -6, -0.1, -24, -2, -0.4
15) S=c1[nH]nc(-c2ccco2)n1/N=C/c1c(Cl)cccc1Cl
    61*, 1.9, 15, 12, 2, 0.0, 6, 4, 2.0

Complete entries from above:
C/C(=N\O)C(C)(C)Nc1cccc(F)c1 is listed with Hck Nef HTS: 11; Cl transport mod: -0.018; Rad51 HR inh: 4; FXIIa inh: 5; Thrombin inh: 0; zVAD death inh: 3.8; KLK5 inh: 1; FXIa inh: 1; TNF death inh: 8.5
C=CCNC(=S)NC(=O)c1csc([N+](=O)[O-])c1 is listed with Hck Nef HTS: 5; Cl transport mod: 5.9*; Rad51 HR inh: -6; FXIIa inh: 3; Thrombin inh: -7; zVAD death inh: -0.5; KLK5 inh: -8; FXIa inh: 1; TNF death inh: -0.9

Remaining list, next part:
Every second line gives: Hck Nef HTS, Cl transport mod, Rad51 HR inh, FXIIa inh, Thrombin inh, zVAD death inh, KLK5 inh, FXIa inh, TNF death inh
16) Cc1nnc(NC(=O)NC(C)N2C(=O)C3C4C=CC(C4)C3C2=O)s1 (stereo unspecified)
    -3, 0.85, 1, -14, -4, 0.1, -9, -17, -3.6
17) CCOc1cc(CNc2nn[nH]n2)ccc1OCC(=O)NC(C)(C)C
    -29, 0.088, 17, 4, -2, 1.0, -18, -7, 0.3
18) O=c1c(CN2CCN(Cc3ccccc3)CC2)coc2ccc(Cl)cc12
    0, -2.1, -6, -6, -9, 0.3, -8, -7, -0.2
19) CCOC(=O)CCCCC(=O)c1[nH]c(=O)[nH]c1Cn1cnc2ccccc21
    0, 1.4, 1, 5, 0, 0.1, 4, 3, -1.9
20) Cc1ccc2cc(CN(CCN3CCCC3)C(=O)Nc3ccccc3)c(=O)[nH]c2c1C
    0, ·, 7, 19, 2, -0.7, -2, -2, 0.4
21) COc1ccc(C(=O)Nc2ccccc2C(=O)O)cc1NC(=O)C(c1ccccc1)c1ccccc1
    28, -1.5, 0, 7, -2, 1.4, 3, 1, 4.2
22) CCOc1cc(/C=N\NC(=O)OC(C)(C)C)ccc1OC(=O)c1ccco1
    17, -0.54, 22, 4, -8, 2.8, 17, -2, 1.0
23) O=C(CN(c1ccc(Cl)c(Cl)c1)S(=O)(=O)c1ccccc1)N1CCc2ccccc2C1
    0, -0.12, 0, -8, 0, -0.3, -1, 1, 1.1
24) CN1CCN(CCC(=O)N/N=C/c2ccccc2F)CC1
    29, 0.56, 2, 16, 5, -0.1, 4, 1, 2.0
25) CCC/C(=N\NC(=O)CCC(=O)NCc1ccccc1)c1ccccc1
    6, -1, 1, ·, -3, 0.5, 3, -3, -2.5
26) Cc1ccc(C(=O)N2CCCC(CCC(=O)N3CCN(c4ccccn4)CC3)C2)s1 (stereo unspecified)
    18, -1.9, -6, 8, -3, -1.2, -2, -4, -1.1
27) CCOC(=O)N1CN(C(=O)OCC)CN(C(=O)OCC)C1
    3, 0.84, -16, 8, -6, 0.8, -3, 4, 1.1
28) CC(C)(C)N(NC(=O)c1ccccc1)C(=O)c1cccc(C(=O)N(NC(=O)c2ccccc2)C(C)(C)C)c1
    -2, -1.3, 9, 2, 0, -0.1, -30, 0, 0.9
29) CCCC(=O)Nc1nc(-c2ccc3c(c2)CCN3S(C)(=O)=O)cs1
    1, 6.2*, 2, 14, 3, 0.6, 10, 2, 0.1
30) CCOc1cc(CNCCO)cc(Br)c1OCc1ccc(Cl)cc1
    0, -0.62, ·, 5, -6, 8.9, -5, -5, -14

Every second line gives: Hck Nef HTS, Cl transport mod, Rad51 HR inh, FXIIa inh, Thrombin inh, zVAD death inh, KLK5 inh, FXIa inh, TNF death inh
31) Cc1ccc(C2OCC3(CO)COC(c4ccc(C)cc4)N23)cc1 (stereo unspecified)
    0, ·, 1, 10, 3, -1.5, -3, 2, 1.6
32) O=C1c2ccccc2C(=O)N1CCCC(=O)N1CCc2ccccc21
    1, ·, ·, 16, 2, 0.7, 5, 5, 0.3
33) Cc1nn(C)cc1S(=O)(=O)N1CCCC(C(=O)O)C1 (stereo unspecified)
    16, 0.49, 2, 4, -7, 5.0, -4, -4, 0.6
34) COc1ccccc1NC(=O)CSc1nc(O)cc(=O)n1-c1ccccc1OC
    -1, -0.062, 3, 9, -3, -0.1, 4, 2, -2.0
35) c1ccc(CSc2n[nH]c(-c3ccco3)n2)cc1
    2, -0.25, -1, 10, -4, 1.4, 2, -4, 2.0
36) CC(=O)c1ccc(NC(=O)/C=C/c2ccc(C)cc2)cc1
    4, -0.55, 2, 6, -9, 15, -12, 5, 1.5
37) COc1c(Br)cc([N+](=O)[O-])c(OC)c1C(=O)NC(=O)Nc1cc(Cl)cc(Cl)c1
    6, -0.038, 10, 5, -6, 1.4, 0, -3, -9.3
38) COc1ccc(CCNC2CC(=O)N(C)C2=O)cc1OC (stereo unspecified)
    0, 0.64, -6, 16, 1, 0.0, -1, 0, 1.2
39) COc1ccc(C(=O)Nc2ccncc2)cc1OC
    -1, 0.54, 0, -2, 2, 12, -8, -2, -1.9
40) CCN(CC)C(=O)c1ccccc1NC(=O)c1ccccc1
    2, -0.081, -11, 2, -1, -0.2, -10, -3, 0.2
41) COc1cc2c(cc1OC)C(c1cccs1)N(C(=S)NC(C)C)CC2 (stereo unspecified)
    21, -2.3, -44, 5, -11, -0.8, -4, -3, 1.3
42) Cc1nc(-c2ccc(S(=O)(=O)Nc3cc(S(=O)(=O)N(C)C)ccc3C)s2)cs1
    -8, -0.48, -2, 5, 0, 1.7, -8, -6, 0.8
43) Cc1ccc(NC(=O)CSCC(=O)Nc2ncc3c(n2)CC(c2ccco2)CC3=O)cc1 (stereo unspecified)
    0, 0.83, 5, 7, 7, 0.1, -21, 6, -0.2
44) Cc1ccccc1-n1c(-c2ccco2)n[nH]c1=S
    6, -0.21, 7, 7, -2, 0.2, -11, 9, 0.0
45) COc1ccc(OC)c(-c2oc3ccccc3c(=O)c2O)c1
    1, 6.8*, 0, 7, 3, 0.0, -17, -9, 2.7

Every second line gives: Hck Nef HTS, Cl transport mod, Rad51 HR inh, FXIIa inh, Thrombin inh, zVAD death inh, KLK5 inh, FXIa inh, TNF death inh
46) O=C(Nc1nc2c(s1)C(=O)CCC2)c1ccccc1
    7, 0.28, -8, 11, 1, -0.2, -8, 4, -4.2
47) Cc1nc(CSc2nnc(C)s2)cs1
    -8, -0.63, ·, 11, -5, ·, -7, 3, 7.0
48) O=S(=O)(Nc1nc2ccccc2[nH]1)c1ccccc1
    1, -0.48, 5, 14, 1, 0.8, -15, 1, -0.6
49) O=C(NC(=S)Nc1cc(Cl)ccc1O)c1cccc(Br)c1
    6, 6.5*, 11, 1, -2, 0.2, -27, -7, -9.2
50) CCc1cccc(OCCn2ccnc2)c1
    -3, 0.25, -5, 15, -6, -0.2, -18, 8, -0.4
51) CC1CN(CN2C(=O)c3ccccc3C2=O)CC(C)O1 (stereo unspecified)
    0, ·, -5, 5, -2, 0.3, -37, -7, -2.5
52) COc1ccccc1CNC(=O)N/C=C/c1ccc(Cl)cc1
    27, 0.013, -3, 1, 3, 2.4, -3, 3, 0.9
53) COc1ccccc1C(=O)NCC(=O)OC(C)C(=O)NC(=O)NC1CCCCC1 (stereo unspecified)
    3, -0.61, -3, 3, 2, 1.5, 1, -1, 0.8
54) COc1ccc(OC)c(C(C)NC(=O)Nc2ccccc2)c1 (stereo unspecified)
    -7, -0.038, 11, 3, -1, -0.3, -5, -9, 1.3
55) O=S(=O)(c1cccc(-c2n[nH]c(=S)n2Cc2ccccc2)c1)N1CCOCC1
    -4, -1.4, ·, 7, -5, -0.1, -2, 0, -0.1
56) Cc1cccc(Cc2c(C)[nH]c(=O)c(C#N)c2C)c1
    32, 0.93, -48, 15, 1, 0.0, 2, 4, -1.9
57) Nn1c(SCC(=O)NCc2ccc3c(c2)OCO3)nnc1C1CC1
    5, 1.5, 3, -6, 9, 0.6, -31, -11, -0.8
